NCI-60 one-dose screen, 48 h, at 10 µM unless noted. Numbers give growth in % (100 = growth as untreated, 0 = no growth, -100 = all killed).
HOP-62 = HOP-62 NSCLC | hit rate 3.9% among 80,000
SK-MEL-5 = SK-MEL-5 melanoma. AID 1794755. hit rate 6.4% among 80,000
M14 = M14 melanoma. hit rate 6.2% among 80,000. AID 1794745
SK-MEL-2 = SK-MEL-2 melanoma; hit rate 4.7% among 77,000; AID 1794763
A549/ATCC = A549/ATCC NSCLC; hit rate 3.7% among 81,000
HOP-92 = HOP-92 NSCLC cells; AID 1794738; hit rate 6.3% among 71,000
SK-MEL-28 = SK-MEL-28 melanoma | hit rate 4.1% among 81,000
EKVX = EKVX NSCLC. hit rate 3% among 71,000
Starred values were filed as active, the others as inactive; . = no result given; & = joins results of further samples; [ ] = remark or other dose. The calls were made as follows: active = growth percent below 10; inactive = the rest.

SMILES	HOP-62	SK-MEL-5	M14	SK-MEL-2	A549/ATCC	HOP-92	SK-MEL-28	EKVX
O=C(Nc1csnn1)OCc1ccccc1	102	114	104	103	113	100	110	104
CC(C)CCC[C@@H](C)[C@H]1CC[C@H]2[C@@H]3CC=C4c5sc(Nc6ccc(F)cc6F)nc5CC[C@]4(C)[C@H]3CC[C@]12C	91	101	99	113	104	91	112	100
Cc1cnc([C@]23CC[C@@H](C)[C@H](C)[C@H]2C2=CC[C@@H]4[C@@]5(C)Cc6c([nH]c7ccccc67)C(C)(C)[C@@H]5CC[C@@]4(C)[C@]2(C)CC3)o1	44[100 µM]	29[100 µM]	28[100 µM]	77[100 µM]	29[100 µM]	30[100 µM]	20[100 µM]	74[100 µM]
CCCCCCCCn1ccc2cc(NC(=O)Cn3cc(-c4ccccc4)nn3)ccc21	107	101	103	115	100	97	105	102
O=C(Oc1ccc(-c2ccc(Br)cc2)cc1)c1ccco1	109	101	104	105	95	98	111	.
COc1ccc(NC(=O)CSc2nnc(-c3ccc(-c4nc5ccc(C)cc5[nH]4)cc3)o2)cc1	98	93	.	105	105	78	102	96
c1ccc(NCCC2OCC3(CO2)COC(CCNc2ccccc2)OC3)cc1 (stereo unspecified)	99	98	108	94	97	.	112	95
COc1ccc(CN2CCc3c(Cl)nc(N)nc3C2=O)c(OC)c1	40[100 µM]	-56*[100 µM]	-71*[100 µM]	-30*[100 µM]	35[100 µM]	-15*[100 µM]	-56*[100 µM]	5.8*[100 µM]
CCCCCC1c2ccc(O)cc2Oc2nc(N)c(C#N)c(N)c21 (stereo unspecified)	73	55	94	89	93	79	87	76
COc1cc(/C=C/C(=O)c2ccc(F)cc2)ccc1OCCCCCOc1cc2c(cc1OC)C(=O)N1CCCC1C=N2 (stereo unspecified)	-35*	-78*	-70*	-18*	4.9*	.	-48*	-21*
COc1ccc(/C=C/C(=N)/C=C2/C(=O)Nc3cc(Br)ccc32)cc1	85[2.05 µM]	100[2.05 µM]	101[2.05 µM]	.	111[2.05 µM]	100[2.05 µM]	111[2.05 µM]	94[2.05 µM]
Nc1[nH]nc2nc3n(c(=O)c12)-c1ccccc1Sc1ccccc1-3	95	88	93	90	90	86	106	52
CCCCn1cnc2c(SCc3ccc(Br)cc3)nc(N)nc21	96	88	101	91	82	64	100	68
CCOC(=O)C1=C(COCCN)NC(C)=C(C(=O)OC)C1c1ccccc1Cl (stereo unspecified)	90	.	49	90	72	.	76	84
Cc1cc(NCc2cc(Nc3ccnc4cc(Cl)ccc34)ccc2F)nc(N2CCOCC2)n1	-9.5*	28	-23*	85	59	42	5.4*	54
CCNc1ccc2nc3c4ccccc4c(=Nc4ccncc4)cc-3oc2c1	83	74	93	100	76	75	115	62
O=c1[nH]c2ccccc2nc1N/N=C/c1ccc(O)cc1	110	98	106	105	106	122	115	105
Cc1ccc2c(c1)=NC(=O)/C(=C\c1sc(=O)[nH]c1O)C=2	100	97	88	99	96	92	102	94
CC(C)(C)CC(C)(O)CN(CC(C)(O)CC(C)(C)C)C(=S)S (stereo unspecified)	91	103	98	92	93	86	115	106
Cc1cc(C)c([N+](=O)[O-])c([N+](=O)[O-])c1C	104	101	103	95	.	109	100	.
CCOC(=O)C1=C(N)N(c2ccccc2)C2=C(C(=O)CC(C)(C)C2)C1c1cccnc1 (stereo unspecified)	103	95	105	107	96	105	105	101
CCOC(=O)C1CN(Cc2ccccc2)C(=O)C1=O (stereo unspecified)	99	106	95	114	112	84	101	110
O=C1C=Cc2ncccc2C1=O	100	93	96	114	105	97	121	65
COc1ccc(C/C(C)=C(\c2ccc(O)cc2)c2ccc(OCCN3CCCCCC3)cc2)cc1	94	91	97	114	82	78	101	92
COc1cc2oc(-c3cccc(NC(=O)Nc4ccc(Br)cc4)c3)cc(=O)c2c(OC)c1OC	62	47	76	59	33	68	73	99
O/N=C\CCC/C=N/O	118	109	109	116	100	78	106	.
NC(=O)c1ncn(C2O[C@H](CO)[C@@H](O)[C@H]2O)c1N (stereo partly specified)	.	104	115	.	105	.	105	103
CC(=O)c1cc(F)ccc1O	88	106	106	97	96	111	117	107
Cc1nc2ccccc2c(/C=C/c2ccccc2)c1C(=O)/C=C/c1ccc(Cl)cc1	12	32	17	15	25	47	19	40
CCOC(=O)C1=C(C)NC(SCc2nnc(-c3ccc(Cl)cc3)o2)=NC1c1ccc(Br)cc1 (stereo unspecified)	87	51	74	.	62	58	81	71
Oc1[nH]c2ccccc2c1N=Nc1n[nH]c(=S)n1/N=C/c1sc2ccccc2c1Br	123	96	94	106	104	93	95	102
N#Cc1c(-c2ccccc2)nc(SCC(=O)NNc2ncnc3ccccc23)[nH]c1=O	80	100	95	117	104	97	108	91
O=C(Nc1ncc(Cc2ccccc2Cl)s1)c1ccc2c(c1)OCCO2	28	-25*	10	40	21	56	76	34
COc1cccc(/C=C2\Cc3c(Br)cccc3C2=O)c1OC	85	92	96	.	96	93	92	82
Cc1cc(C)c(Br)c(C)c1Br	112	100	97	103	99	100	103	93
O=C(Cn1c2ccccc2c2ccncc21)N/N=C\c1ccc2ccccc2c1	20	15	31	64	-10*	-7.4*	58	56
CCC(C)COC(=O)c1ccc([N+](=O)[O-])cc1 (stereo unspecified)	.	94	115	107	100	93	116	112
COc1ccc(-c2cc(-c3cccn3C)c(C#N)c(=O)n2C=O)cc1OC	91	.	103	109	102	88	115	102
Cc1ccc(S(=O)(=O)N2CCc3ccc(O)c4c3C2Cc2cc(Cl)ccc2-4)cc1 (stereo unspecified)	69	53	69	.	54	63	57	100
CSc1nc(N)n(/N=C(\C)c2cccs2)c(=O)c1C#N	97	100	111	116	107	112	119	82
CC(=O)Nc1cc2c(cc1Cl)C(=O)c1ccccc1C2=O	92	96	114	126	97	.	116	.
O=C1c2ccccc2C(=O)c2c(N=Nc3c(O)[nH]c4ccc(Cl)cc34)cccc21	84	95	98	94	100	82	113	.
CCOC(=O)c1cnc2ccc(C)cc2c1Nc1cccc(NS(C)(=O)=O)c1	104	97	111	99	101	99	120	79
Cc1ccc[n+](CCC(N)=O)c1	87	102	109	98	94	92	100	90
CCOC(=O)c1c2c(cn1Cc1ccc(OC)cc1)-c1oncc1CC2	.	98	101	105	102	84	98	93
O=C(Nc1cnc(C(F)(F)F)cn1)c1cc(Cl)ccc1O	-5.0*	-81*	-3.6*	-28*	2.6*	-6.6*	3.1*	7.7*
CC(=O)Oc1ccc(CC(=O)O)cc1	100	104	105	113	96	88	112	101
COc1ccc(C(N)=O)cc1	107	100	100	115	100	86	111	112
CC1(C)O[C@@H]2CC3C4CCC5=CC(=O)C=C[C@]5(C)C4[C@@H](O)C[C@]3(C)[C@]2(C(=O)CO)O1 (stereo partly specified)	93	105	106	102	74	87	106	72
O=C(O)c1cc2ccccc2c(Br)c1O	89	108	99	97	104	83	108	106
C=C1CCC2C3(C)COC(c4ccco4)OC3CCC2(C)C1C/C=C1/C(=O)OCC1O (stereo unspecified)	107	93	92	103	96	112	113	102
Oc1c(CN2CCC(N3CCCCC3)CC2)cc(Cc2cc(CN3CCC(N4CCCCC4)CC3)c(O)c3ncccc23)c2cccnc12	19	34	-26*	41	23	30	32	26
CS(C)=O	119&107	137&96	103&102	118	110&95	139	118&99	107&99
O=C(O)c1ccccc1SSc1ccccc1C(=O)O	96&106&92	99&102&98	94&94&105	95&109	96&93&92	87	113&112&110	104&101
COc1cc(-c2nc(SC(C)C)[nH]c(=O)c2C#N)ccc1OCc1ccccc1	103	.	106	.	102	.	97	98
CC(=O)/C(=C/c1cccc(Cl)c1)C(=O)c1ccccc1	96	90	73	95	83	89	91	99
CC(C)(C)C(=O)C[n+]1cccc2c3ccccc3ccc21	98	37	88	104	76	68	93	73
COc1ccc(C(=O)NCCc2ccc(OC)c(OC)c2)cc1O	100	111	113	104	102	87	113	96
CCCCCSc1ccc2nc(NC(=O)OCC)sc2c1	.	5.6*	12	45	35	32	62	30
C=C(C)[C@@H]1CCC=C2CC[C@]3(C)[C@H](CC[C@@H]4[C@@]5(C)CCC(=O)NC(C)(C)[C@@H]5CC[C@]43C)[C@H]21	100	103	97	106	110	127	104	93

Shown in markdown: entries from further up.
| SMILES | HOP-62 | SK-MEL-5 | M14 | SK-MEL-2 | A549/ATCC | HOP-92 | SK-MEL-28 | EKVX |
| --- | --- | --- | --- | --- | --- | --- | --- | --- |
| O=C(Nc1cnc(C(F)(F)F)cn1)c1cc(Cl)ccc1O | -5.0* | -81* | -3.6* | -28* | 2.6* | -6.6* | 3.1* | 7.7* |
| CC(=O)Oc1ccc(CC(=O)O)cc1 | 100 | 104 | 105 | 113 | 96 | 88 | 112 | 101 |
| COc1ccc(C(N)=O)cc1 | 107 | 100 | 100 | 115 | 100 | 86 | 111 | 112 |
| CC1(C)O[C@@H]2CC3C4CCC5=CC(=O)C=C[C@]5(C)C4[C@@H](O)C[C@]3(C)[C@]2(C(=O)CO)O1 (stereo partly specified) | 93 | 105 | 106 | 102 | 74 | 87 | 106 | 72 |
| O=C(O)c1cc2ccccc2c(Br)c1O | 89 | 108 | 99 | 97 | 104 | 83 | 108 | 106 |
| C=C1CCC2C3(C)COC(c4ccco4)OC3CCC2(C)C1C/C=C1/C(=O)OCC1O (stereo unspecified) | 107 | 93 | 92 | 103 | 96 | 112 | 113 | 102 |
| Oc1c(CN2CCC(N3CCCCC3)CC2)cc(Cc2cc(CN3CCC(N4CCCCC4)CC3)c(O)c3ncccc23)c2cccnc12 | 19 | 34 | -26* | 41 | 23 | 30 | 32 | 26 |
| CS(C)=O | 119&107 | 137&96 | 103&102 | 118 | 110&95 | 139 | 118&99 | 107&99 |
| O=C(O)c1ccccc1SSc1ccccc1C(=O)O | 96&106&92 | 99&102&98 | 94&94&105 | 95&109 | 96&93&92 | 87 | 113&112&110 | 104&101 |
| COc1cc(-c2nc(SC(C)C)[nH]c(=O)c2C#N)ccc1OCc1ccccc1 | 103 | . | 106 | . | 102 | . | 97 | 98 |
| CC(=O)/C(=C/c1cccc(Cl)c1)C(=O)c1ccccc1 | 96 | 90 | 73 | 95 | 83 | 89 | 91 | 99 |
| CC(C)(C)C(=O)C[n+]1cccc2c3ccccc3ccc21 | 98 | 37 | 88 | 104 | 76 | 68 | 93 | 73 |
| COc1ccc(C(=O)NCCc2ccc(OC)c(OC)c2)cc1O | 100 | 111 | 113 | 104 | 102 | 87 | 113 | 96 |
| CCCCCSc1ccc2nc(NC(=O)OCC)sc2c1 | . | 5.6* | 12 | 45 | 35 | 32 | 62 | 30 |
| C=C(C)[C@@H]1CCC=C2CC[C@]3(C)[C@H](CC[C@@H]4[C@@]5(C)CCC(=O)NC(C)(C)[C@@H]5CC[C@]43C)[C@H]21 | 100 | 103 | 97 | 106 | 110 | 127 | 104 | 93 |

More compounds follow.
SMILES	HOP-62	SK-MEL-5	M14	SK-MEL-2	A549/ATCC	HOP-92	SK-MEL-28	EKVX
CCCCCc1cc[n+](CC(=O)c2ccc([N+](=O)[O-])cc2)cc1	80	22	.	49	79	52	106	73
O=C(O)CN(CC(=O)O)CC(O)CN(CC(=O)O)CC(=O)O	99	107	107	79	103	91	106	.
COc1nc(N2CCOCC2)nc2cc(NCc3ccccc3)ccc12	88	87	97	87	81	68	118	94
C/C=C/C(O)CC (stereo unspecified)	109	106	96	104	101	117	109	.
COc1ccc2nc3ccccc3c(NCCNCC(C)O)c2c1 (stereo unspecified)	-14*	10	11	-22*	-36*	.	8.2*	7.8*
CC(=O)n1nc(C(=O)OC(C)(C)C)c2ccccc21	101	93	93	113	108	91	110	102
NCC(=O)NC1CCCCC1	104	105	102	102	74	92	108	101
CSc1nc(=S)c2nc(SC)n(-c3ccccc3)c2[nH]1	85	98	102	83	98	78	108	105
COc1ccc2cc(C3=Nc4ccccc4NC3)ccc2c1	91	98	100	99	84	80	111	79
OC(c1ccccc1)C(O)C(c1ccccc1)N1CCCCC1 (stereo unspecified)	99	111	105	98	98	113	116	110
CCOC(=O)C(Br)=P(c1ccccc1)(c1ccccc1)c1ccccc1	114	88	111	99	106	101	107	103
CC(C)C(C(=O)O)N1C(=O)CSC1=S (stereo unspecified)	98	100	101	97	100	105	97	88
C#CCOc1cccc(-c2ncc3cc(NC(=O)C=C)ccc3n2)c1	71	81	72	64	67	44	86	75
O=c1cc(N/N=C/c2ccc(F)cc2)c2ccccc2[nH]1	98	88	80	83	87	77	100	96
COc1ccc(-n2c(Cn3nc(C)cc3-c3ccc(Cl)cc3)nnc2SCC(=O)Nc2ccc(S(N)(=O)=O)cc2)cc1	101	97	107	95	85	.	106	90
COc1cc(/C=C/C(=O)N2CCN(C(=O)/C=C/c3cc(OC)c(OC)c(OC)c3)CC2)cc(OC)c1OC	102	104	97	110	105	100	105	114
